ERb coact inh: blocks coactivator binding to human estrogen receptor beta; inhibition, % at 25.6 µM; AID 633; Q92731; TR-FRET ER-beta LBD / SRC1-Cy5 peptide binding; receptor agonist-loaded with 1 µM estradiol; actives 1.3% (n = 86,000);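 active = compounds whose percent inhibition of the receptor-coactivator binding signal exceeds about 50% in the single-dose screen, limit read from the data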;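 note: 0% = receptor plus peptide wells without compound and 100% = peptide-only wells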
HUVEC tox TNFa: toxic to HUVEC cells under TNF alpha stimulation | HUVEC TNFalpha-stimulated, Hoechst cell count, imaging | cell count reduction, % at 2 µM | actives 0.17% (n = 93,000) | AID 848;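 active = cell count reduction exceeding the screen mean by over 5 SD, scaled to untreated wells per plate, cut at about 78% in these data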;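 note: cells counted after 24 h of TNF alpha exposure following the 1 h pretreatment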
Calb biofilm kill: kills Candida albicans biofilms; actives 0.14% (n = 85,000); C. albicans biofilm + clotrimazole, Alamar Blue; inhibition, % at 6 µM;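 active = inhibition above 20%; inactive = inhibition below 20%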;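 note: preformed 24 hr biofilms exposed to compound for 48 hr; 0% = biofilm without compound and 100% = blank killed by clotrimazole plus chlorhexidine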
sEH activator: soluble epoxide hydrolase (human) activation; P34913; purified human sEH enzymatic activity, activator screen; activation, % at 2 µM; actives 0.04% (n = 91,000); in the data active = activation above about 37%; note: values of inactives mirror those of a sister screen read the other way
Target sequence (P34913 whole entry, looked up): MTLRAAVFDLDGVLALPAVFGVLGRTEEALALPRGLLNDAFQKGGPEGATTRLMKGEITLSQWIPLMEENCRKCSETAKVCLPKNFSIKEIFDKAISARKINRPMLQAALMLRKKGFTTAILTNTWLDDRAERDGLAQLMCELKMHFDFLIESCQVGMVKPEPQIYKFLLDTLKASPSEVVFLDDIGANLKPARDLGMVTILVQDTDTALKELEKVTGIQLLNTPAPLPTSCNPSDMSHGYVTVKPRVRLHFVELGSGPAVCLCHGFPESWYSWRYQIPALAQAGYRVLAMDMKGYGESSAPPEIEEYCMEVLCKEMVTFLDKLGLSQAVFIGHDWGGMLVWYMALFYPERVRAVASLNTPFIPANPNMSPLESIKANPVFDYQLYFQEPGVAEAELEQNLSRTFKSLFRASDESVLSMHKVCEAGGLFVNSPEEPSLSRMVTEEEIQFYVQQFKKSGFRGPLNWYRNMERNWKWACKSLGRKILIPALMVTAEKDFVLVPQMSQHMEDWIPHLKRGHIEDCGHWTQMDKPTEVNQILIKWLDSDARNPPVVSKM
VCAM1 TNFa inh: reduces TNF alpha induced VCAM1 expression in HUVEC | inhibition, % at 2 µM | HUVEC TNFa-induced VCAM-1 immunofluorescence, high-content imaging | actives 0.48% (n = 95,000) | AID 802;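 active = inhibition above the batch mean plus 3 SD, with images confirmed as a hit by eye, cut at about 37% in these data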;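 note: 0% = TNF-stimulated DMSO wells and 100% = unstimulated control wells; not every result past the cut was called active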
cytoskel mod: cytoskeleton assembly modification; actives 0.18% (n = 91,000); HUVEC TNFa F-actin phalloidin imaging, high content; inhibition, % at 2 µM;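 active = inhibition above the batch mean plus 3 SD and confirmed as a hit by visual image inspection, cut at about 30% in these data, passing the limit was not always enough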; note: strong numbers were not always called active
Smad3 FoxH1 inh: Smad3 (human) transcription factor binding inhibition | actives 0.29% (n = 88,000) | TR-FRET Smad3/Dy647-FoxH1 peptide binding, europium anti-His | P84022 | inhibition, % at 25 µM;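 active = compounds that reduce the energy-transfer binding signal between the protein and its labelled peptide by more than half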;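 note: 0% = Smad3 plus labelled peptide maximal FRET and 100% = peptide-only background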
Target sequence (P84022 whole entry, looked up): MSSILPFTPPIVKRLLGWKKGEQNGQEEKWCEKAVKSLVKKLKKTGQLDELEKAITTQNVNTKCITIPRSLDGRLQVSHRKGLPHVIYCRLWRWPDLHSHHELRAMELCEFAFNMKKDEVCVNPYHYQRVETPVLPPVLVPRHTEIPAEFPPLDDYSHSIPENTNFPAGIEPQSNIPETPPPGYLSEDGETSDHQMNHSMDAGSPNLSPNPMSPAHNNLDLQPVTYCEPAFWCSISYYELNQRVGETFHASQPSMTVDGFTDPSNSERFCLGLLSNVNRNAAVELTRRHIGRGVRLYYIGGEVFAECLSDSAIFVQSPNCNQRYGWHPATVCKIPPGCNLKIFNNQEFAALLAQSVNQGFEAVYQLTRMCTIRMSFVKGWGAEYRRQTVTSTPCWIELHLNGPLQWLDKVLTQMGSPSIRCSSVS
IL1B cytotox: HUVEC cytotoxicity counter-screen, IL-1B stimulated; actives 0.41% (n = 94,000); HUVEC cell count loss, Hoechst imaging; cell count reduction, % at 2 µM; AID 845;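 active = cell count reduction more than 3 SD above the screen-wide mean, cut at about 70% in these data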;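 note: normalized per plate to untreated control cells as the no-loss baseline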
sEH inh: blocks human soluble epoxide hydrolase activity; P34913; recombinant human sEH enzymatic activity assay; inhibition, % at 2 µM; actives 0.34% (n = 91,000); AID 707; in the data active = inhibition above about 80%; note: values of inactives mirror those of a sister screen read the other way; many of its hits are not listed in these tables
* hit, by the source's call; . = no result given; [ ] = dose if it differs, or a comment.

SMILES	ERb coact inh	HUVEC tox TNFa	Calb biofilm kill	sEH activator	VCAM1 TNFa inh	cytoskel mod	Smad3 FoxH1 inh	IL1B cytotox	sEH inh
Cc1cc(C)c(NC(=O)/C=C\C(=O)O)c([N+](=O)[O-])c1	.	-14.0	.	-6.7	-44.1	-1.0	.	4.4	7.8
COc1ccc(S(=O)(=O)Nc2ccc3oc(C)c(C(C)=O)c3c2)cc1	11.9	0.8	-2.2	7.4	-2.7	-22.9	12.1	4.6	-6.6
NC(=O)Nc1ccc2c(c1)OCCO2	.	-17.3	.	4.4	18.1	-9.7	.	-17.8	-2.2
COc1cccc(C2/C(=C(/O)c3ccc(F)cc3)C(=O)C(=O)N2CCN(C)C)c1 (stereo unspecified)	0.2	-5.6	4.7	12.1	6.0	-28.7	2.4	12.9	-13.5
O=C(CSc1nc(O)c(Cc2ccccc2F)c(=O)[nH]1)N1CCCCCC1	1.5[fluorescence artefact?]	-18.3	6.2	-2.7	8.2	40.7	14.6	-0.6	2.1
O=c1c2ccccc2nc(COc2ccccc2)n1/N=C/c1ccco1	-4.8	-21.5	10.0	.	-7.4	13.2	-3.7	5.7	.
O=C(Cc1ccccc1)NC(NCCc1ccccc1)C(Cl)(Cl)Cl (stereo unspecified)	.	-5.8	.	-8.4	1.1	8.2	.	1.8	10.9
CC(C)c1cc(C(=O)Nc2cc(Cl)ccc2O)no1	6.1[fluorescence artefact?]	-11.4	9.8	-1.6	-12.0	-65.3	1.1	-7.7	2.8
COc1nc(NC2CCCCC2)nc(N2CCCCCC2)n1	7.9	.	3.8	-9.3	20.4	-27.2	2.7	1.7	11.4
O=C(CCN1CCc2ccccc2C(c2ccccc2)C1)c1ccc2c(c1)OCCO2 (stereo unspecified)	4.4	5.5	1.4	-0.1	23.7	-1.9	7.0	-117.1	-0.8
COC(=O)CN1C(=O)C2(C(C#N)=C(N)Oc3cc(C)oc(=O)c32)c2ccccc21 (stereo unspecified)	6.0	-43.3	10.8	-8.3	10.5	40.4	20.1[fluorescence artefact?]	-21.1	9.0
CCOc1ccc(C(=O)Nc2cc(-c3nc4ccccc4[nH]3)ccc2C)cc1[N+](=O)[O-]	.	-33.9	.	-19.3	3.0	-6.3	.	4.7	19.7
CCOC(=O)c1c(C)[nH]c(N=Nc2cccc(C)c2)c1C	-5.5	-14.1	-3.0	-9.7	-2.9	14.0	19.4	-1.1	8.2
Cc1ccc(CSCCNC(=O)CN2C(=O)c3ccccc3S2(=O)=O)cc1	-20.5	-9.6	2.8	-20.1	-2.5	-1.5	-2.7	-10.0	24.5
CCOC(=O)N/N=C/c1ccc(F)cc1	.	-13.4	.	3.8	-1.8	25.1	.	-30.3	-3.0
Cc1cc(C#N)c(C)n1-c1cc(C(F)(F)F)ccc1N1CCOCC1	-2.6	.	.	-4.0	.	.	-10.6	.	4.0
CC(C)(C)n1nc2c(c1NC(=O)Cc1cccc3ccccc13)CS(=O)C2 (stereo unspecified)	-3.2	-30.3	4.5	.	1.2	-1.4	14.4	-2.7	.
O=C(NNC(=O)c1cc2cc3ccccc3nc2s1)c1cccc(C(F)(F)F)c1	.	-13.6	.	-12.1	11.1	11.0	.	3.8	11.0
CC1CC(C)CN(c2cc(=O)n(Cc3ccc(F)cc3)c(=O)[nH]2)C1 (stereo unspecified)	-3.8[fluorescence artefact?]	-7.9	6.9	15.9	-0.8	-10.7	-2.3	-8.3	-17.0
O=C(Cc1ccccc1)Nn1cnc2ccccc21	-10.8	-34.4	2.5	-15.5	8.1	-1.0	-4.5	-11.8	17.2
Cc1ccc(/C=c2\sc3nc(-c4cccnc4)nn3c2=O)cc1	47.5[fluorescence artefact?]	-35.4	6.3	9.1	-62.8	0.6	9.4	-5.8	-7.7
CN(c1ccc(C(=O)N2CCN(Cc3ccc4c(c3)OCO4)CC2)cc1)S(=O)(=O)c1ccccc1	-5.8	-16.7	1.2	3.4	-15.5	1.3	9.4	-39.4	-4.4
COc1ccccc1N1C(=O)C2C3C=CC(C3)C2C1=O (stereo unspecified)	.	-5.6	.	.	-4.5	-9.4	.	13.3	.
CNc1oc(C)nc1S(=O)(=O)c1ccc(C)cc1	-12.3	-15.6	1.0	.	7.8	3.3	8.7	-31.3	.
CC(C)NC(=O)c1cc(-c2ccco2)nn1-c1ccc(Cl)cc1	.	-1.7	.	-6.0	5.1	-12.4	.	-36.8	8.6
CC1=C(C(=O)Nc2ccc(Cl)cc2)C(c2ccncc2)C(C#N)=C(SCC(N)=O)N1 (stereo unspecified)	.	-5.8	.	-1.3	6.5	-11.9	.	-21.0	2.1
CCOc1ccc(CNC(=O)C2CCN(S(=O)(=O)CC)CC2)cc1OC	-1.4	7.5	-1.9	-11.7	20.4	10.4	-12.3	93.9*	9.5
CCC(=O)NCCc1c[nH]c2ccccc12	-10.1	-14.1	3.1	-5.0	4.3	10.0	4.8	-85.3	3.1
O=C(C1CCN(S(=O)(=O)c2ccc(Br)s2)CC1)N1CCc2ccccc21	-6.0	.	4.5	-4.7	-4.9	-8.8	0.0	-14.8	7.3
Cc1ccccc1Cn1nc(C)c(NC(=O)c2cc3n(n2)C(C(F)F)CC(C(F)F)N3)c1C (stereo unspecified)	-3.5	6.5	6.9	-6.5	11.0	-1.7	-8.2	77.8*	8.9
CCc1ccccc1NC(=O)CSc1nnc(Cn2cnc3ccccc32)o1	-1.3	.	6.4	1.2	4.4	-9.7	1.1[fluorescence artefact?]	0.0	3.8
O=C(NN=C1c2ccccc2-c2ccccc21)c1ccccc1Br	.	-20.8	.	18.0	7.3	20.4	.	12.3	-14.7
COc1ccc(OC)c(Nc2nc(-c3sc(N)nc3C)cs2)c1	9.8[fluorescence artefact?]	-23.5	3.3	3.5	20.4	2.6	10.1	-6.0	-3.9
COC(=O)CNC(=O)/C=C/c1ccc(OC)cc1	.	-4.3	.	3.8	11.2	-0.4	.	-5.9	-3.0
Cc1cc(C)n(/N=C/c2cccc(O)c2)c(=O)c1C(N)=O	-3.0	-18.2	4.1	18.7	-13.9	-7.7	-1.1	21.9	-20.3
O=c1cc(N2CCC(Cc3ccccc3)CC2)[nH]c(=O)n1C1CCCCC1	-5.9	.	1.5	9.0	.	.	12.4[fluorescence artefact?]	.	-9.0
Cc1ccc(C(=O)C2CCN(CC(=O)Nc3nc(C)cs3)CC2)cc1	.	-1.2	.	-10.6	10.7	13.6	.	-54.8	11.2
CSc1ccccc1NC(=O)CSCc1ccc(Br)cc1	.	-18.2	.	3.8	23.5	12.2	.	14.0	-2.9
Cc1ccc(NC(=O)CN(c2ccccc2)S(=O)(=O)N(C)C)cc1C	2.6	-25.8	4.4	-11.1	41.4	2.5	9.2	-22.5	11.1
C=CCn1c(SCC(=O)Nc2cc(NC(C)=O)ccc2OC)nnc1-c1ccccn1	-7.8	-17.3	7.6	9.6	17.6	-8.7	3.5	-6.3	-10.7
Cc1c(C)n(C)c2ccc([N+](=O)[O-])cc12	-13.6	-10.5	4.4	3.0	4.4	-17.9	8.0	-19.2	0.7
CCN(CC)CC(C)OC(=O)c1cc(OC)c(OC)c(OC)c1 (stereo unspecified)	-13.5	7.9	2.4	-0.7	-10.6	-21.0	-30.1	-10.3	-2.2
NC(=O)SC/C(=N\S(=O)(=O)c1ccccc1)Nc1ccccc1	97.5*[fluorescence artefact?]	-19.6	.	5.4	-1.2	9.3	-3.0	-8.4	-6.2
CCOC(=O)CCc1c(C)c(C#N)c2nc3ccccc3n2c1-n1ccnc1	-5.0	-5.2	1.9	1.6	7.6	-13.1	-11.7	-2.7	-1.5
CCCCNC(=O)C(CC)Sc1nc2sc(C(=O)OC)c(C)c2c(=O)n1N (stereo unspecified)	.	-16.8	.	-8.1	8.9	-14.1	.	-12.3	5.3
Cc1ccc(N2CC(C(=O)Nc3cccc(F)c3)CC2=O)cc1 (stereo unspecified)	-4.3[fluorescence artefact?]	-2.6	7.0	.	-13.3	17.8	3.5	-31.0	.
COc1ccc(/C(N)=C/C(=O)C(C)(C)C)cc1	3.5	-14.6	5.7	3.3	9.3	0.0	4.7	-11.5	-5.8
CCOc1ccccc1NC(=O)CCN1CCN(S(=O)(=O)c2ccc(OC)cc2)CC1	-1.8[fluorescence artefact?]	-34.7	-2.5	-1.4	4.6	0.3	3.7	-80.7	2.9
COn1cnnc1-c1ccccc1	4.2[fluorescence artefact?]	-15.9	-0.6	.	2.5	53.2	-8.4	-40.9	.
O=C(O)C1CCN(C(=O)c2scc3c2OCCO3)CC1	-14.1[fluorescence artefact?]	-10.8	1.8	-1.1	-13.6	-28.3	8.9	-16.3	1.5
COc1ccc(CCNC(=O)c2c(O)c3cccc4c3n(c2=O)CC4)cc1	-8.0[fluorescence artefact?]	-10.7	-0.1	3.3	-14.3	.	-15.3	-102.0	-2.3
CCOc1ccccc1Nc1nc(-c2sc(NC(=O)c3ccc([N+](=O)[O-])cc3)nc2C)cs1	.	15.9	.	-20.4	18.0	-14.7	.	-2.6	24.9
Cc1nc(C)c(C(=O)N(c2ccc(C)c(C)c2)C(C(=O)NCc2ccco2)c2ccccc2)s1 (stereo unspecified)	.	-18.3	.	3.3	14.8	29.1	.	-38.8	-2.2
CCOc1cc(C(=O)CCC(=O)OCC(=O)N2c3ccccc3NC(=O)C2(C)C)ccc1O	.	-3.9	.	13.3	-9.8	-13.9	.	-12.1	-10.2
COc1ccccc1C1c2c(oc3ccc(Cl)cc3c2=O)C(=O)N1c1cc(C)on1 (stereo unspecified)	3.3	4.1	-4.8	15.8	-4.5	-45.2	-2.6	19.3	-13.9
O=C(CCC(=O)N1CCN(S(=O)(=O)c2ccccc2)CC1)c1cccs1	31.1[fluorescence artefact?]	9.2	3.6	6.9	-2.0	-7.3	10.4	-37.7	-9.0
CCOC(=O)c1[nH]c2ccccc2c1NC(=O)NC1CCCCC1	-0.7	-13.8	-0.9	8.6	-9.6	-4.3	-5.7	0.0	-9.2
Cn1c(=O)c2ncn(CC(=O)Nc3cc(C(F)(F)F)ccc3N3CCOCC3)c2n(C)c1=O	-5.1	3.2	9.6	-3.4	24.6	-14.1	-3.2	-57.3	4.6
O=C(CSc1n[nH]c(-c2ccccc2O)n1)N1CCCc2ccccc21	4.7[fluorescence artefact?]	8.9	2.7	8.7	6.4	-20.0	2.7	6.0	-9.5
COc1cccc(CNCCN2CCOCC2)c1OC	-5.0	2.6	0.3	8.7	3.6	3.1	6.7	-22.5	-6.4
The list goes on.
SMILES	ERb coact inh	HUVEC tox TNFa	Calb biofilm kill	sEH activator	VCAM1 TNFa inh	cytoskel mod	Smad3 FoxH1 inh	IL1B cytotox	sEH inh
Cc1cccc(-n2c(C)cc(/C=N/NC(=O)c3cccc([N+](=O)[O-])c3C)c2C)c1	.	-15.1	.	-15.1	-8.8	2.2	.	-9.1	16.7
Cc1ccc(C(=O)NC(=S)Nc2cc(C(F)(F)F)ccc2Cl)cc1	.	-18.3	.	-3.7	10.0	2.5	.	-28.1	1.8
O=C(NC1CCCCC1NC(=O)c1ccco1)c1ccco1 (stereo unspecified)	-1.6	-23.3	9.3	-10.5	19.6	-0.8	8.4	-0.3	10.7
CCCCN(CCCC)S(=O)(=O)c1ccc2[nH]c(=O)[nH]c2c1	-2.5	6.3	2.8	-2.5	0.3	-22.1	-1.1	-48.8	4.6
CCCCN1C(=O)NC(NC(=O)c2ccco2)(C(F)(F)F)C1=O (stereo unspecified)	4.8	14.6	-2.5	4.0	-20.7	-19.8	-0.8	1.0	-2.3

2 consecutive compounds from above, quoted:
SMILES	ERb coact inh	HUVEC tox TNFa	Calb biofilm kill	sEH activator	VCAM1 TNFa inh	cytoskel mod	Smad3 FoxH1 inh	IL1B cytotox	sEH inh
Cc1cccc(-n2c(C)cc(/C=N/NC(=O)c3cccc([N+](=O)[O-])c3C)c2C)c1	.	-15.1	.	-15.1	-8.8	2.2	.	-9.1	16.7
Cc1ccc(C(=O)NC(=S)Nc2cc(C(F)(F)F)ccc2Cl)cc1	.	-18.3	.	-3.7	10.0	2.5	.	-28.1	1.8

Not all compounds are listed, so the mix of outcomes need not match the whole.
